FAS-TE inh: inhibitors of human fatty acid synthase thioesterase domain. recombinant FAS-TE, OMFH fluorogenic substrate, fluorescence endpoint. inhibition, % at 15 µM. actives 0.67% (n = 360,000). AID 602261;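 active = compounds whose normalised, plate-corrected inhibition of enzyme fluorescence in the single-dose primary screen is 50% or more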;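 also: 0% = DMSO with enzyme and 100% = substrate without enzyme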
MsrA inhibitor: inhibits bovine methionine sulfoxide reductase A; purified bovine MsrA, absorbance read-out; inhibition, % at 15.5 µM; actives 0.75% (n = 360,000); AID 651718; in the data active = inhibition above about 4.5%;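 also: 0% = vehicle wells with enzyme and 100% = reference inhibitor wells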
SKN-1 block: C. elegans SKN-1 inhibition | C. elegans VP596 Pgst-4::GFP/RFP ratio, acrylamide-induced, 24 h | AID 624304 | actives 0.49% (n = 360,000) | inhibition, % at 21.8 µM;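 active = interference check ratio from 0.5 to 1.5 plus GFP to RFP signal ratio inhibition reaching or exceeding a fixed threshold, cut at about 30% in these data, passing the limit was not always enough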; also: some compounds called inactive have numbers as strong as hits
CendR NRP1 mod: modulators of CendR peptide binding to human neuropilin-1 | O14786 | FAM-RPARPAR peptide binding to NRP-1, fluorescence polarization | inhibition, % at 25 µM | actives 0.85% (n = 360,000) | AID 602438;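 active = inhibition or corrected inhibition above about 18%, plus a signal ratio from 0.5 to 1.5, limit read from the data, passing the limit was not always enough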; also: strong numbers were not always called active
bovine MsrA act: activates bovine MsrA enzyme; activation, % at 10.6 µM; actives 0.3% (n = 360,000); purified bovine MsrA, absorbance read-out; in the data active = activation above about 7.5%;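 also: 0% = vehicle and 100% = reference activator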
eLon inh: inhibitors of E. coli Lon protease; P0A9M0; actives 0.42% (n = 360,000); inhibition, % at 7.94 µM; purified E. coli Lon protease, fluorescence polarization; in the data active = inhibition above about 13%, passing the limit was not always enough;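 also: 0% = enzyme with probe and DMSO and 100% = no enzyme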
Target sequence (P0A9M0 whole entry, looked up): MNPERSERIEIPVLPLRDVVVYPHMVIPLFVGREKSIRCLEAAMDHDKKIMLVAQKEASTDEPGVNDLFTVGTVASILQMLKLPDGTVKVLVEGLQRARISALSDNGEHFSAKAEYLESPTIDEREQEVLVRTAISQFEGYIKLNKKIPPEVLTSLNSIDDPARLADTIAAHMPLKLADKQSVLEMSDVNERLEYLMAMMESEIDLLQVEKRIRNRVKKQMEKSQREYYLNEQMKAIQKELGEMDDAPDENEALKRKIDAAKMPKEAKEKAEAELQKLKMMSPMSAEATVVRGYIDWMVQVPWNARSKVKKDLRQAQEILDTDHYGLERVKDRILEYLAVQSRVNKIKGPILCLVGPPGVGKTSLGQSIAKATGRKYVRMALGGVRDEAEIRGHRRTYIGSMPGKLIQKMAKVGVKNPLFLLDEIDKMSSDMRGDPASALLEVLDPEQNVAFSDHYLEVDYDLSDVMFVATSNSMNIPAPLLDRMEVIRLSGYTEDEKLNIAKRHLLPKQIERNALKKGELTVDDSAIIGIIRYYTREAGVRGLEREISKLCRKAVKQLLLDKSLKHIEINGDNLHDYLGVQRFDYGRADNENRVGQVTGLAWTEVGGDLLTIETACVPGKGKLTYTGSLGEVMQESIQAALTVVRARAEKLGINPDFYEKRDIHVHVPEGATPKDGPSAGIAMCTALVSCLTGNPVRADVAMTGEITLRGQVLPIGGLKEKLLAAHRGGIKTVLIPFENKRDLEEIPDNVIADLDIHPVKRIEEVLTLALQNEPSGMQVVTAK
MT1-MMP act inh: MT1-MMP (human) activation inhibition | P50281 | HT1080 RFP-PRO-GFP cells, GFP/RFP ratio fluorescence, overnight; percent of plate control window, DMSO zero | GFP/RFP ratio change, % at 20 µM | AID 651647 | actives 0.061% (n = 360,000);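 active = GFP/RFP ratio change of at least 30% with cell ATP level not reduced by more than half and red fluorescence within 50% of control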; also: strong numbers were not always called active
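Material – HT1080 RFP-PRO-GFP cells · Control set – DMSO wells and RFP-L50D-GFP cells · Incubation – overnight cell settling, then overnight compound exposure, 37 °C, 5% CO2 · Compound dosing – single-point 20 µM compound, 1% DMSO · Read-out – GFP/RFP fluorescence ratio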
Rin1 Abl inh: blocks binding of human Rin1 to Abl; TR-FRET Rin1/Abl binding, biochemical; inhibition, % at 7.35 µM; actives 0.4% (n = 360,000); in the data active = inhibition above about 5%, passing the limit was not always enough
Neddyl block: inhibitors of human cullin neddylation; calls only at 25 µM; AID 651699; P61081+Q13564; TR-FRET cullin neddylation, biochemical; actives 0.58% (n = 360,000); in the data active = inhibition above about 36%
* hit, by the source's call. No enrichment for hits (roughly 4.2% active in at least one column).

Results for Cc1nonc1NC(=O)Nc1cccnc1 ?
FAS-TE inh: -7; MsrA inhibitor: -0.6; SKN-1 block: -6; CendR NRP1 mod: -2; bovine MsrA act: -1; eLon inh: -7; MT1-MMP act inh: 1; Rin1 Abl inh: 1; Neddyl block: inactive

Results for Cc1cccc(CN2[C@H](COCc3ccccc3)C=CS2(=O)=O)c1 ?
FAS-TE inh: -3; MsrA inhibitor: 0.0; SKN-1 block: 13; CendR NRP1 mod: 8; bovine MsrA act: -4; eLon inh: 5; MT1-MMP act inh: 2; Rin1 Abl inh: 3; Neddyl block: inactive

What do the screens show for `NC(=S)NNC(=O)Nc1cccc(Cl)c1`?
FAS-TE inh: -12; MsrA inhibitor: 0.0; SKN-1 block: 12; CendR NRP1 mod: -4; bovine MsrA act: -3; eLon inh: -3; MT1-MMP act inh: 4; Rin1 Abl inh: 1; Neddyl block: inactive

How did CC(=O)c1sc2nc(=O)c(C)nn2c1C do in these assays?
FAS-TE inh: -4; MsrA inhibitor: 1.9; SKN-1 block: 5; CendR NRP1 mod: -4; bovine MsrA act: -2; eLon inh: -1; MT1-MMP act inh: 3; Rin1 Abl inh: -2; Neddyl block: inactive

Results for O=c1[nH][nH]c(-c2ccccc2)c1C=Nc1ccc(OC(F)(F)F)cc1 ?
FAS-TE inh: 4; MsrA inhibitor: 0.7; SKN-1 block: 7; CendR NRP1 mod: -1; bovine MsrA act: -3; eLon inh: 0; MT1-MMP act inh: 1; Rin1 Abl inh: -2; Neddyl block: inactive

What do the screens show for `C#CCOCCOCCOCCNc1nc(N2CCN(C(=O)Cn3cc(CCO)nn3)CC2)nc(N2CCN(C(=O)[C@H](CCCCN)n3cc(CC(C)O)nn3)CC2)n1` (some centres undefined)?
FAS-TE inh: -6; MsrA inhibitor: 0.1; SKN-1 block: 11; CendR NRP1 mod: 5; bovine MsrA act: -1; eLon inh: -7; MT1-MMP act inh: 2; Rin1 Abl inh: -2; Neddyl block: inactive

Results for Cc1nn(-c2cccc(Cl)c2)c2c1C(c1cccnc1)C(C#N)=C(N)O2 (centres undefined) ?
FAS-TE inh: 1; MsrA inhibitor: 0.6; SKN-1 block: 12; CendR NRP1 mod: 4; bovine MsrA act: 0; eLon inh: 2; MT1-MMP act inh: 7; Rin1 Abl inh: 1; Neddyl block: inactive

Results for O=C(CN(CCc1ccccc1)C(=O)c1csnn1)NC1CCCC1 ?
FAS-TE inh: -4; MsrA inhibitor: 0.6; SKN-1 block: 10; CendR NRP1 mod: 14; bovine MsrA act: -3; eLon inh: 11; MT1-MMP act inh: 1; Rin1 Abl inh: 4; Neddyl block: inactive

What do the screens show for `COc1ccc(C2OC34CCCCC3C(C#N)(C#N)C2(C#N)C(=N)O4)cc1` (centres undefined)?
FAS-TE inh: -7; MsrA inhibitor: -0.3; SKN-1 block: 25; CendR NRP1 mod: 15; bovine MsrA act: -1; eLon inh: 34*; MT1-MMP act inh: -36; Rin1 Abl inh: 3

Results for CC1=NN(c2ccccc2)C(=O)/C1=C\C=C1/N(C)c2ccccc2C1(C)C ?
FAS-TE inh: 20; MsrA inhibitor: -0.5; SKN-1 block: 47*; CendR NRP1 mod: -124; bovine MsrA act: -2; eLon inh: -149; MT1-MMP act inh: 1; Rin1 Abl inh: -9; Neddyl block: inactive

How did CCn1cnc2cc(NS(=O)(=O)c3ccc(C)cc3)ccc21 do in these assays?
FAS-TE inh: 4; MsrA inhibitor: -0.4; SKN-1 block: 5; CendR NRP1 mod: -6; bovine MsrA act: -2; eLon inh: 2; MT1-MMP act inh: 1; Rin1 Abl inh: -3; Neddyl block: inactive

How did c1ccc(-c2ccccc2OCCCCN2CCCCC2)cc1 do in these assays?
FAS-TE inh: -10; MsrA inhibitor: 0.7; SKN-1 block: 0; CendR NRP1 mod: 0; bovine MsrA act: 7; eLon inh: -5; MT1-MMP act inh: 1; Rin1 Abl inh: 1; Neddyl block: inactive

The list goes on, starting with the last two of the part before.
How did CCn1cnc2cc(NS(=O)(=O)c3ccc(C)cc3)ccc21 do in these assays?
FAS-TE inh: 4; MsrA inhibitor: -0.4; SKN-1 block: 5; CendR NRP1 mod: -6; bovine MsrA act: -2; eLon inh: 2; MT1-MMP act inh: 1; Rin1 Abl inh: -3; Neddyl block: inactive

How did c1ccc(-c2ccccc2OCCCCN2CCCCC2)cc1 do in these assays?
FAS-TE inh: -10; MsrA inhibitor: 0.7; SKN-1 block: 0; CendR NRP1 mod: 0; bovine MsrA act: 7; eLon inh: -5; MT1-MMP act inh: 1; Rin1 Abl inh: 1; Neddyl block: inactive

Results for COc1ccc(C(CNC(=O)Cc2c(F)cccc2Cl)N2CCCCC2)cc1 (centres undefined) ?
FAS-TE inh: -2; MsrA inhibitor: -0.1; SKN-1 block: -2; CendR NRP1 mod: -3; bovine MsrA act: -2; eLon inh: -8; MT1-MMP act inh: 3; Rin1 Abl inh: 0; Neddyl block: inactive

How did CCN(CC)C(=O)C1=C(C)NC(=S)NC1c1cccs1 (centres undefined) do in these assays?
FAS-TE inh: -10; MsrA inhibitor: 0.9; SKN-1 block: 7; CendR NRP1 mod: 6; bovine MsrA act: -3; eLon inh: -8; MT1-MMP act inh: -2; Rin1 Abl inh: -2; Neddyl block: inactive

Results for O=C(N=C1SC2CS(=O)(=O)CC2N1c1cc(Cl)ccc1Cl)C1CCCO1 (centres undefined) ?
FAS-TE inh: -6; MsrA inhibitor: -0.3; SKN-1 block: -7; CendR NRP1 mod: 4; bovine MsrA act: -5; eLon inh: -4; MT1-MMP act inh: -3; Rin1 Abl inh: -1; Neddyl block: inactive

How did NC(=O)N/N=C/c1ccc(N2CCOCC2)s1 do in these assays?
FAS-TE inh: -19; MsrA inhibitor: 3.3; SKN-1 block: 4; CendR NRP1 mod: -109; bovine MsrA act: -10; eLon inh: -14; MT1-MMP act inh: 0; Rin1 Abl inh: 1; Neddyl block: inactive

Results for CCOC(=O)C1=C(CNCc2ccc(F)cc2)NC(=O)NC1c1cccc([N+](=O)[O-])c1 (centres undefined) ?
FAS-TE inh: 16; MsrA inhibitor: -0.8; SKN-1 block: 6; CendR NRP1 mod: 7; bovine MsrA act: -2; eLon inh: 7; MT1-MMP act inh: -1; Rin1 Abl inh: 1; Neddyl block: inactive

How did Cc1cc(C)cc(NC(=O)C(OC(=O)C2=COCCO2)c2ccccc2)c1 (centres undefined) do in these assays?
FAS-TE inh: -11; MsrA inhibitor: -0.8; SKN-1 block: 8; CendR NRP1 mod: -11; bovine MsrA act: -4; eLon inh: -8; MT1-MMP act inh: -2; Rin1 Abl inh: 1; Neddyl block: inactive

What do the screens show for `CC(C)C[C@H]1CNC(=O)C(=O)N1C[C@H](C)NC(=O)Cc1ccccc1`?
FAS-TE inh: -9; MsrA inhibitor: -1.2; SKN-1 block: 22; CendR NRP1 mod: 7; bovine MsrA act: -4; eLon inh: -2; MT1-MMP act inh: 2; Rin1 Abl inh: 2; Neddyl block: inactive

How did CC(C)(C)OC(=O)N(CCc1ccccc1)Cc1ccc(OCc2cccc(NC(=O)C3CCC3)c2)cc1 do in these assays?
FAS-TE inh: 23; MsrA inhibitor: 0.8; SKN-1 block: 0; CendR NRP1 mod: -1; bovine MsrA act: -2; eLon inh: -3; MT1-MMP act inh: -6; Rin1 Abl inh: 0; Neddyl block: inactive

What do the screens show for `Cc1c(C)c2cc(Cl)c(OCC(=O)N3CCN(c4ccc(F)cc4)CC3)cc2oc1=O`?
FAS-TE inh: 7; MsrA inhibitor: -0.5; SKN-1 block: 23; CendR NRP1 mod: 10; bovine MsrA act: -4; eLon inh: 2; MT1-MMP act inh: 4; Rin1 Abl inh: 3; Neddyl block: inactive

Results for N=c1oc2ccc(Cl)cc2cc1C(=O)Nc1ccc(F)cc1 ?
FAS-TE inh: -5; MsrA inhibitor: 1.0; SKN-1 block: 11; CendR NRP1 mod: -5; bovine MsrA act: -3; eLon inh: 4; MT1-MMP act inh: 0; Rin1 Abl inh: 4; Neddyl block: inactive

What do the screens show for `Cn1c(N)c(C(=O)COC(=O)CC(NC(=O)c2ccccc2Cl)c2ccccc2)c(=O)n(C)c1=O` (centres undefined)?
FAS-TE inh: 1; MsrA inhibitor: 2.3; SKN-1 block: 4; CendR NRP1 mod: 3; bovine MsrA act: 0; eLon inh: -6; MT1-MMP act inh: -1; Rin1 Abl inh: 0; Neddyl block: inactive

What do the screens show for `COc1ccc(OC)c(CNn2c(-c3ccccc3F)nc3ccccc3c2=O)c1`?
FAS-TE inh: 9; MsrA inhibitor: 0.4; SKN-1 block: -1; CendR NRP1 mod: 4; bovine MsrA act: -3; eLon inh: -4; MT1-MMP act inh: -1; Rin1 Abl inh: 0; Neddyl block: inactive

How did COc1ccc(OCCn2c(=N)n(CCO)c3ccccc32)cc1 do in these assays?
FAS-TE inh: -9; MsrA inhibitor: -1.3; SKN-1 block: -8; CendR NRP1 mod: -5; bovine MsrA act: -11; eLon inh: 1; MT1-MMP act inh: -9; Rin1 Abl inh: -1; Neddyl block: inactive

What do the screens show for `COc1cccc(OCc2cc(C3Nc4ccccc4C(=O)N3Cc3ccco3)ccc2OC)c1` (centres undefined)?
FAS-TE inh: 24; MsrA inhibitor: 1.1; SKN-1 block: 1; CendR NRP1 mod: -3; bovine MsrA act: -7; eLon inh: -5; MT1-MMP act inh: -7; Rin1 Abl inh: 2; Neddyl block: inactive

Results for COc1ccc(CCNC(=O)Cn2c(=O)oc3ccccc32)cc1OC ?
FAS-TE inh: -2; MsrA inhibitor: -1.4; SKN-1 block: -6; CendR NRP1 mod: -6; bovine MsrA act: -12; eLon inh: -8; MT1-MMP act inh: 6; Rin1 Abl inh: 1; Neddyl block: inactive

Results for Cc1ccc(NC(=O)CN2C(=O)NC(C)(C)C2=O)cc1S(=O)(=O)N1CCCCCC1 ?
FAS-TE inh: -2; MsrA inhibitor: 1.1; SKN-1 block: 17; CendR NRP1 mod: 2; bovine MsrA act: -2; eLon inh: -8; MT1-MMP act inh: 2; Rin1 Abl inh: 1; Neddyl block: inactive

How did C=CCOc1c(Cl)cc(CNc2ccc(N(C)C)cc2)cc1OC do in these assays?
FAS-TE inh: 12; MsrA inhibitor: 1.7; SKN-1 block: 11; CendR NRP1 mod: -8; bovine MsrA act: 2; eLon inh: -11; MT1-MMP act inh: 16; Rin1 Abl inh: -5; Neddyl block: inactive

How did CC(=O)c1c(N2CCN(c3ccccc3)CC2)nc(=S)n(-c2ccccc2)c1C do in these assays?
FAS-TE inh: -21; MsrA inhibitor: 1.5; SKN-1 block: 19; CendR NRP1 mod: -105; bovine MsrA act: -3; eLon inh: -99; MT1-MMP act inh: -28; Rin1 Abl inh: -12; Neddyl block: inactive

What do the screens show for `COc1ccc(C2=NN(CC(=O)NCc3ccco3)C(=O)CC2)cc1`?
FAS-TE inh: -9; MsrA inhibitor: 1.5; SKN-1 block: 1; CendR NRP1 mod: -12; bovine MsrA act: -2; eLon inh: -11; MT1-MMP act inh: -2; Rin1 Abl inh: -2; Neddyl block: inactive

Results for Cc1cc(C(=O)NCCc2ccc(Cl)cc2)c(C)o1 ?
FAS-TE inh: 0; MsrA inhibitor: 1.1; SKN-1 block: -4; CendR NRP1 mod: 13; bovine MsrA act: -5; eLon inh: 8; MT1-MMP act inh: -1; Rin1 Abl inh: -3; Neddyl block: inactive

What do the screens show for `CSCc1nc2sc(C(=O)Nc3nc(C)cs3)c(C)c2c(=O)[nH]1`?
FAS-TE inh: -5; MsrA inhibitor: 2.9; SKN-1 block: -3; CendR NRP1 mod: -54; bovine MsrA act: -1; eLon inh: -58; MT1-MMP act inh: 5; Rin1 Abl inh: 4; Neddyl block: inactive

How did O=C(/C=C/c1ccc(OC(F)F)cc1)OCC(=O)N1CCc2ccccc21 do in these assays?
FAS-TE inh: -1; MsrA inhibitor: -0.3; SKN-1 block: 1; CendR NRP1 mod: -8; bovine MsrA act: 3; eLon inh: 17*; MT1-MMP act inh: 2; Rin1 Abl inh: -2; Neddyl block: inactive
